# Screening data deposited in PubChem BioAssay by Broad Institute.
# ERAP1 inh = inhibitors of human ERAP1 aminopeptidase; AID 652197; inhibition, % at 10.7 µM; 0.15% of 340,000 active; recombinant ERAP1, Leu-AMC fluorescence, 60 min; Q9NZ08;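 active = mean replicate inhibition of at least 30%, or all replicates individually reaching that 30% level; inactive = mean below 30% and not every replicate reaching it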;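 also: 0% = neutral control wells and 100% = L-leucinethiol positive control wells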
# Target sequence (Q9NZ08 whole entry, looked up): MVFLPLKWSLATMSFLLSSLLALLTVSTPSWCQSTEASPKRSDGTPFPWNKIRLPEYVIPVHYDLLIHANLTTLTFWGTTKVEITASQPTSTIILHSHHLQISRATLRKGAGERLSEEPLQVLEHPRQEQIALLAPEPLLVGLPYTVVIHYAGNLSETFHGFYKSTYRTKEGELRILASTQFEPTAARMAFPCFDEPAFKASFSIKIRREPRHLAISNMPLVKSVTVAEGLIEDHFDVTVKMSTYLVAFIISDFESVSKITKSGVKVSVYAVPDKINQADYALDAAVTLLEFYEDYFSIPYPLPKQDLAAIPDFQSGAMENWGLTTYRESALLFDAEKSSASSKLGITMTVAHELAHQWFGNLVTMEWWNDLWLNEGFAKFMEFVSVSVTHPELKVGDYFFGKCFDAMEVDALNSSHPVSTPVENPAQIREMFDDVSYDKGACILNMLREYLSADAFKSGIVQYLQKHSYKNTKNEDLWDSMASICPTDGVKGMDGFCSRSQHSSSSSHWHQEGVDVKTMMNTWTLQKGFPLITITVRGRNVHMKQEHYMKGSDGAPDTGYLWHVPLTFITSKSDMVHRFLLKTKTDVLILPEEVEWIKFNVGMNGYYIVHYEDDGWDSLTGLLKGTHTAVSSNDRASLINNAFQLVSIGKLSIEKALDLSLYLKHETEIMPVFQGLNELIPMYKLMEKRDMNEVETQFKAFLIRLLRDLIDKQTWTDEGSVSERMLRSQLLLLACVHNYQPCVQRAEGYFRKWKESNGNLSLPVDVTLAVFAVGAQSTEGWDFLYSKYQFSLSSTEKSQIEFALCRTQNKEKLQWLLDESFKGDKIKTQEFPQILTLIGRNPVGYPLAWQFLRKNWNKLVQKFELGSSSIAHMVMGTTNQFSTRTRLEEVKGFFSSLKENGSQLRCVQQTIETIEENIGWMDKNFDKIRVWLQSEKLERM
# LGR2 inh = blocks bursicon-induced cAMP signaling via Drosophila LGR2. AID 720647. 0.35% of 380,000 active. inhibition, % at 9.99 µM. HEK293 LGR2, CRE-luciferase, bursicon-stimulated, 4 h;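 active = drop in luminescence signal, shown as inhibition above about 50% in the replicate tests, limit read from the data, passing the limit was not always enough; inconclusive = probably only some replicates passing the limit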;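 also: agonist challenge used bursicon conditioned medium at about half maximal strength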
# EWS-Fli inh = inhibitors of EWS/Fli oncoprotein transcriptional activity | A673 NR0B1-luciferase reporter, viability-normalised | inhibition, % at 12.6 µM | 0.67% of 350,000 active;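 active = mean inhibition of at least 50% after viability correction, with every replicate also passing that limit; inconclusive = mean reaches 50% but only one of two replicates passes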;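 also: firefly luciferase signal divided by Alamar Blue viability fluorescence both relative to DMSO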
# S100A4 inh HTS = S100A4-myosin IIA interaction inhibition; S100A4/TAMRA-MyoIIA peptide fluorescence polarization; inhibition, % at 10.7 µM; 0.14% of 360,000 active;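 active = mean inhibition of at least 70% across replicates, with every replicate also reaching that level; inconclusive = mean inhibition reaches 70% but some replicates fall short; inactive = mean inhibition below 70%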
# Target sequence (P26447 whole entry, looked up): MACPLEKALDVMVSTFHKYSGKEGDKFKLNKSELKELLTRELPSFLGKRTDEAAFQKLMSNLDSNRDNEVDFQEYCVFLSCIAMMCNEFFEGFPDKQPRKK
#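 Material: human S100A4 monomer with TAMRA-labelled myosin IIA peptide; buffer or medium: HEPES pH 7.2 with CaCl2, KCl, NaCl, DTT, Triton; compound dosing: one concentration per compound; schedule: 5 min incubation before reading; benchmarks: neutral control DMSO, positive control TFP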
# PGC1a acetyl inh = modulators of PGC1a acetylation; U2OS PGC1a acetylation, AlphaScreen anti-acetyl-lysine; with virally co-expressed GCN5 acetyltransferase; 0.17% of 350,000 active; AID 651687; inhibition, % at 15.6 µM;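 active = every replicate shows inhibition of at least 40%; inconclusive = mean inhibition at least 40% but some replicate below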;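 also: 0% = neutral control wells and 100% = positive control wells; some results beyond the cut were filed as inactive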
# PglD DTNB = blocks C. jejuni PglD acetyltransferase activity; 0.098% of 360,000 active; AID 602405; purified PglD enzyme, DTNB colorimetric CoA detection; inhibition, % at 12.5 µM; in the data active = inhibition above about 16%, passing the limit was not always enough; inconclusive = no clear call, values can overlap the other calls; also: strong numbers were not always called active
# PAX8 inh HTS = inhibitors of PAX8 transcriptional activity in RMG-I cells | inhibition, % at 12.6 µM | 1.2% of 360,000 active | AID 652154 | RMG-I TPO-luciferase reporter, SteadyGlo, 24 h;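 active = mean replicate inhibition at least 60% with every replicate also reaching 60%; inconclusive = only one of the two criteria is met; inactive = mean below 60% and not all replicates reaching 60%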;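 also: luciferase light reporting Pax8 driven TPO promoter activity; plate controls were median of neutral control wells for no effect and mitoxantrone controls for full effect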
# FN deposition inh = fibronectin deposition inhibition; AID 743247; inhibition, % at 12.6 µM; 0.086% of 350,000 active; AH1F fibroblasts, Alexa488-fibronectin deposition fluorescence, overnight;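 active = mean inhibition across replicates of 30% or more, regardless of how many single replicates reach that level; inconclusive = mean under 30% yet at least half of replicates reach 30%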;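 also: positive control wells lacked labelled fibronectin entirely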
#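 test system = AH1F fibroblasts assembling fluorescent fibronectin matrix | quantity = 10000 AH1F cells per well | buffer or medium = DMEM plus 2% serum, read in PBS | doses = single dose, pinned | incubation = 1 h cell attachment, overnight exposure to compound and label | detection = fluorescence at 485 nm excitation, 525 nm emission | read-out basis = inhibition from reduced deposited-fibronectin fluorescence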
# The depositor's hits bear a star; ? = inconclusive; . = no result given; & = joins results of further samples.
SMILES,ERAP1 inh,LGR2 inh,EWS-Fli inh,S100A4 inh HTS,PGC1a acetyl inh,PglD DTNB,PAX8 inh HTS,FN deposition inh
O=C(Nc1ccc([N+](=O)[O-])cc1)C1C(c2ccccc2)=C1c1ccccc1,3,-4,7,0,.,.,.,.
CC[N+]1(C)[C@@H]2CC[C@H]1CC(OC(=O)[C@H]1CCC(C(=O)OC3C[C@H]4CC[C@@H](C3)[N+]4(C)CC)(c3ccccc3)c3ccccc31)C2 (stereo not given in full),-3,16,1,1,.,3,4,0
CCC(=O)Nc1ccc2c(c1)OC[C@H](C)N(C(=O)CC)C[C@@H](C)[C@H](OC)CN(C)C2=O,.,11,-1,.,11,.,.,6
Cn1c(NC(=O)c2ccc(C(C)(C)C)cc2)cc(=O)n(C)c1=O,-2,6,-19,1,2,-1,-16,1
CC(C)C[C@@H]1NC(=O)[C@H](Cc2ccccc2)N(C)C(=O)[C@H](C)NC(=O)c2ccccc2NC(=O)[C@H](Cc2ccc(O)cc2)N(C)C1=O,.,17,20,-4,4,1,.,.
CCCCNC(=S)NNC(=O)c1csc(CC)c1,.,.,.,.,2,0,-90,3
COc1ccc(S(=O)(=O)Cc2ccc(C(=O)N3CCc4ccccc4C3)o2)cc1,0,5,5,0,6,-3,4,-7
Cc1cc2nnc(SCC(=O)NC3CCCCC3)n2c(N)n1,-5,-2,-6,-5,-3,-1,-2,3
O=C(O)CC(c1ccccc1)n1cccc1 (stereo not given),.,.,.,.,0,-1,5,1
N#Cc1nc(-c2ccc(Cl)cc2)oc1NCc1ccco1,.,.,.,.,8,0,-154,8
Nc1ccccc1SC/C=C/CSc1ccccc1N,2,-28,-12,-7,-3,1,-21,2
COc1ccc(N(CC(=O)Nc2ccccc2C)S(=O)(=O)c2c(C)[nH]c(=O)[nH]c2=O)cc1,-4,1,8,5,3,-6,3,6

# Compounds from the list above that contain an aryl methoxy group (two):
SMILES,ERAP1 inh,LGR2 inh,EWS-Fli inh,S100A4 inh HTS,PGC1a acetyl inh,PglD DTNB,PAX8 inh HTS,FN deposition inh
COc1ccc(S(=O)(=O)Cc2ccc(C(=O)N3CCc4ccccc4C3)o2)cc1,0,5,5,0,6,-3,4,-7
COc1ccc(N(CC(=O)Nc2ccccc2C)S(=O)(=O)c2c(C)[nH]c(=O)[nH]c2=O)cc1,-4,1,8,5,3,-6,3,6

# (further entries)
SMILES,ERAP1 inh,LGR2 inh,EWS-Fli inh,S100A4 inh HTS,PGC1a acetyl inh,PglD DTNB,PAX8 inh HTS,FN deposition inh
CN(C)CCCNc1ncc(C(F)(F)F)cc1Cl,17,8,-2,-1,2,.,5,-6
CCOc1cc(/C=C2\SC(=Nc3ccccc3)N(c3ccccc3)C2=O)ccc1OCC(=O)O,9,6,-36,-18,.,.,10,-2
O=C(c1ccc(F)cc1)N1CC(=O)N2[C@H](CO)[C@H](c3ccc(C#CC4CC4)cc3)[C@@H]2C1,0,9,-4,-17,4,.,6,-2
Cc1c(C(=O)N2CCCC2)c(S(=O)(=O)N2CCCCC2)c(C)n1C,0,-5,.,1,4,1,-7,6
COc1ccccc1CNC(=O)COC(=O)Cc1c(Cl)cccc1Cl,16,-3,-4,-4,.,-7,-9,3
CC[C@H](NC(=O)[C@H]1O[C@@H](n2cnc3c(=O)[nH]c(N)nc32)[C@H](O)[C@@H]1O)c1ccccc1,2,10,5,-13,.,.,-4,-1
C[C@@H]1CN([C@H](C)CO)C(=O)CCCn2nncc2CO[C@@H]1CN(C)Cc1ccc2c(c1)OCO2,2,9,-5,-2,-4,-1,.,8
COc1ccc([C@H]2CC(=O)C=C(c3cccc4c3Oc3ccccc3S4)C2)cc1OC,-4,0,15,0,-6,-1,0,20
Cc1nc2nc(C(F)(F)F)[nH]c2nc1C,-4,1,-3,-4,-1,0,20,0
CN(C)S(=O)(=O)c1ccc(C(=O)NC(=O)CSc2nnnn2C)cc1,1,6,4,-1,-9,3,16,-2
C/C(=N\NC(=O)c1cccc(Br)c1)c1cccnc1,2,-12,.,3,.,-9,6,.
C[C@@H]1CCCCO[C@H](CN(C)C)[C@H](C)CN([C@H](C)CO)C(=O)c2cc(NC(=O)c3ccccc3)ccc2O1,-5,-11,-1,-4,3,4,-7,.
O=C(CC1C(=O)NCCN1Cc1ccc(-c2ccccc2)cc1)NCc1ccccc1 (stereo not given),5,-24,-4,-2,6,-3,3,.
CCCCOc1ccc(N2C(=O)CC(N(O)c3ccccc3)C2=O)cc1 (stereo not given),.,.,.,.,-3,-2,-41,5
O=C(c1ccc(S(=O)(=O)N2CCCC2)cc1)N(c1ccccc1)C1C=CS(=O)(=O)C1 (stereo not given),2,-8,-3,39,18,2,-8,1
O=C(NCCN1CCN(Cc2ccccc2)CC1)C1c2ccccc2C(=O)N2CCc3ccccc3C12 (stereo not given),-2,.,.,-3,10,2,.,.
C[C@@H]1CCCCO[C@@H](CN(C)C(=O)Nc2ccc3c(c2)OCO3)[C@H](C)CN([C@H](C)CO)C(=O)c2cc(NS(=O)(=O)c3ccccc3)ccc2O1,0,-2,3,-2,-4,-1,12,-5
CC(=O)N(C)N1c2ccccc2CCc2ccccc21,1,12,-3,2,1,.,10,-13
NC(=O)C1CCN(C(=O)c2ccc(NS(=O)(=O)c3ccc(F)c(F)c3)cc2)CC1,-1,1,0,-2,-1,3,3,0
COc1ccc(CCNc2nc(-c3sc(C)nc3C)cs2)cc1OC,.,.,.,.,-3,-1,21,-1
C[C@H]1CN([C@@H](C)CO)C(=O)c2ccccc2-c2ccccc2CO[C@H]1CN(C)S(=O)(=O)c1ccsc1,0,5,3,-9,20,6,0,-5
CC(=O)c1cc2c(cc1NC(=O)Cn1nc(C)c(C)c(C#N)c1=O)OCO2,3,-1,-11,-3,.,.,5,5
O=C(NCc1nc2ccccc2[nH]1)C1=C[C@@H](c2ccc3c(c2)OCO3)C[C@@H](OCc2ccc(CO)cc2)O1,1,.,-4,13,-2,4,13,.
COCc1nc2ccccc2n1Cc1c(F)cccc1Cl,7,-15,4,-9,4,.,-4,-2
Cc1ccc(C(=O)NCN2CCN(c3ccc(F)cc3)CC2)cc1,-2,-4,1,-3,-9,1,-6,2
O=C(C1=C[C@H](c2ccc(C(F)(F)F)cc2)C[C@H](OCCCCO)O1)N1CCCCCCC1,-1,.,-2,2,.,10,-10,.
CCCCCCCCN1C(=O)[C@@H](CC(=O)N2CCN(C(=O)C3CC3)CC2)C[C@@]2(C(=O)OC)C1=C[C@H](C1CCCC1)O[C@@H]2C,-5,8,12,-14,.,.,21,-3
CC(C)OC(=O)C(C)(C)Oc1ccc(C(=O)c2ccc(Cl)cc2)cc1,-2,39,-3,-6,-16,0,8,-4
CCOc1cccc(=O)c2c(C)n(Cc3ccccc3)c(C)c12,-3,13,7,-11,.,.,5,-15
C[C@@H]1CCCCO[C@H](CN(C)C)[C@H](C)CN([C@@H](C)CO)C(=O)c2cc(NC(=O)C3CCCCC3)ccc2O1,.,1,1,.,-11,.,-5,.
CCN(C(=O)CSc1nc2ccccc2c(=O)n1-c1cccc(C)c1)C1CCS(=O)(=O)C1 (stereo not given),0,-4,5,-6,15,.,8,.
O=C(NCc1cccnc1)c1cc(C(=O)C2CC2)c[nH]1,-3,-1,2,-6,-33,.,-17,6
O=S1(=O)CC(N2CCCC2)CN1Cc1cn(Cc2cccc(C(F)(F)F)c2)nn1 (stereo not given),-3,0,-3,-7,.,.,6,-1
O=C(C[C@H]1C=C[C@H](NC(=O)C2CCC2)[C@@H](CO)O1)NC1CCCCC1,0,9,-15,-1,-9,5,.,-9
Cc1cc(F)ccc1-c1cc(C(=O)NCc2cccc(C(F)(F)F)c2)[nH]n1,-4,0,-4,-5,-2,1,29,0
CC(C)N(C(=O)Cn1cc(SCC(=O)NCc2ccco2)c2ccccc21)C(C)C,1,17,4,-22,-3,-2,8,6
Cc1cccc(C)c1NC(=O)CC(NCCc1ccccc1)C(=O)O (stereo not given),.,-22,.,.,1,-10,5,-5
CCOC(=O)C1CCN(c2c(NCCC(C)C)c(=O)c2=O)CC1,.,-5,1,1,0,4,-1,3
CC(=O)Nc1ccc(NC(=O)C2CCN(C(=O)NC3CCCCC3)CC2)cc1,-2,14,-2,5,-1,2,-5,2
CC(C)c1ccc(S(=O)(=O)c2ccc(NN)cc2)cc1,4,10,2,5,-1,.,-5,-7
CNN/C(N=Cc1ccc([N+](=O)[O-])s1)=N\S(=O)(=O)c1cc(C)c(Cl)cc1SCc1ccccc1,0,8,-6,-6,0,.,10,.
O=C(c1ccccc1)N1CC(=O)N2[C@H](C1)[C@@H](c1ccc(C#Cc3ccccc3)cc1)[C@@H]2CO,0,26,.,6,7,.,.,.
CC1CCN(S(=O)(=O)c2cc3c4c(c2)CCN4C(=O)CC3)CC1,-6,-5,2,-2,.,5,-3,6
C=CCN(C(=O)c1ccccc1)C1CCS(=O)(=O)C1 (stereo not given),-2,6,-1,-5,.,3,-12,-4
CCS(=O)(=O)NCC[C@H]1CC[C@H](NC(=O)Nc2ccccc2)[C@@H](CO)O1,1,-5,1,-1,2,-10,-13,-1
Cc1nc(SCc2ccc(C#N)cc2)n[nH]1,0,-10,-11,1,3,-4,0,2
C[C@H]1CN([C@@H](C)CO)C(=O)Cc2cc(NS(=O)(=O)c3cn(C)cn3)ccc2O[C@H]1CN(C)Cc1ccc2c(c1)OCO2,.,7,-3,.,5,0,-18,-1
CCCNC(=O)N[C@H]1C=C[C@@H](CC(=O)NC2CCC2)O[C@H]1CO,-4,-5,6,3,-4,-6,2,7
COC(=O)CN1C(=O)[C@H]2[C@@H](c3ccc(C)o3)N3C(=O)CN(CC4CC4)C(=O)[C@@]3(C)[C@H]2C1=O,-5,.,-1,-2,2,4,-2,7
CN(C)C(=O)CCSc1nnc(-c2ccncc2)o1,0,1,-10,4,-1,-12,12,1
COc1ccc(C2NS(=O)(=O)N=C2N)cc1 (stereo not given),-3,40,-2,0,-4,.,-4,-15
COc1cccc2cc(CC(=O)c3cc(C)ccc3C)c(=O)oc12,-2,-35,-117,-1,.,-1,-11,15
COc1ccc(NC(=O)Nc2ccc3c(c2)[C@@H]2C[C@@H](CC(=O)N4CCN(C)CC4)O[C@H](CO)[C@@H]2O3)cc1,2,-3,-4,9,-6,0,-10,.
C[C@@H]1CN([C@@H](C)CO)C(=O)CCCn2nncc2CO[C@@H]1CN(C)C(=O)C1CCCCC1,-4&1,-20,1&-3,2&-6,-1&4,-1&0,-15&-20,8&-5
Cc1cc(C)n(-c2ccc(Cl)c(C(=O)OCC(N)=O)n2)n1,.,-26,.,.,?,7,.,6
Cc1ccc2c(c1)N(CC(=O)NCCCc1ccccc1)C(=O)c1cccnc1O2,1,-3,7,-2,1,4,9,6
COc1ccc(S(=O)(=O)Nc2cccc3c2O[C@@H](CN(C)C)[C@@H](C)CN([C@H](C)CO)C3=O)cc1,1,-5,-5,49,2,-5,-14,.
O=S1(=O)CC(N2CCC(Cc3ccccc3)CC2)CN1Cc1ccccc1 (stereo not given),.,-2,1,-2,-7,-1,1,1
COC(=O)C[C@H]1CC[C@@H]2[C@H](COc3ccc(NC(=O)Cc4cccs4)cc3C(=O)N2C)O1,-1,-2,5,-2,.,0,6,2
C=CCOC(=O)C1=C[C@@H](c2csc3ccccc23)C[C@@H](OCc2ccc(CO)cc2)O1,0&1,7,-4&3,-6&-12,1,-3,14&5,-5

# No enrichment for hits, and some 2.1% of all compounds hit somewhere here.
